Assay outcomes deposited in PubChem BioAssay by several laboratories.
K1F lysis inhibition – protection from phage-mediated lysis, alamar blue read-out – E. coli UTI89, K1F phage, bacterial capsule biogenesis inhibitors (AID 488966); inhibition, % at 100 µM; hits with a dose series show IC50 in µM; E. coli UTI89 K1F phage lysis, alamar blue, 2 h; higher % means a stronger effect; 0.02% of 340,000 active;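 active = phage lysis inhibition, versus mean bacterial control, above a set limit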;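 also: capsule biogenesis inhibitors block K1F phage lysis so surviving cells raise fluorescence; higher fluorescence means more inhibition of phage lysis; actives were called in the ten point dose series up to 300 µM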
GPR35 antagonists – inhibition of zaprinast-stimulated GPR35 beta-arrestin translocation – imaging, U2OS, beta-arrestin-GFP, zaprinast agonist, primary screen (AID 2058). U2OS GPR35 beta-arrestin-GFP translocation imaging, zaprinast antagonism; higher % means a stronger effect. inhibition, % at 10 µM, or IC50 in µM where a hit was titrated. 0.052% of 290,000 active;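 active = inhibition of at least 50% with at least 30 cells and total cytoplasm GFP at most 10,000,000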
RSV CPE inhibition – RSV antiviral activity via CPE protection, HEp-2 cells, primary 10 µM value included (AID 2391) | HEp-2 cells, RSV-induced CPE inhibition; higher % means a stronger effect | one-dose CPE inhibition, % at 10 µM; IC50 in µM for titrated hits | 0.13% of 310,000 active; in the data active = a potency from the dose series; also: strong numbers were not always called active
NTR1 ag – agonists of NTR1, primary screen, imaging, U2OS cells, beta-arrestin-GFP, high content (AID 493036); NTR1-U2OS beta-arrestin-GFP spot imaging, agonist mode; activation, % at 20 µM; 0.17% of 330,000 active; P30989;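 active = activation at or above 40% of the spot to cytoplasm intensity ratio, with at least 20 cells analyzed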;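 also: 0% = DMSO without peptide and 100% = 100 nM NTR1 peptide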
Target sequence (P30989 whole entry, looked up): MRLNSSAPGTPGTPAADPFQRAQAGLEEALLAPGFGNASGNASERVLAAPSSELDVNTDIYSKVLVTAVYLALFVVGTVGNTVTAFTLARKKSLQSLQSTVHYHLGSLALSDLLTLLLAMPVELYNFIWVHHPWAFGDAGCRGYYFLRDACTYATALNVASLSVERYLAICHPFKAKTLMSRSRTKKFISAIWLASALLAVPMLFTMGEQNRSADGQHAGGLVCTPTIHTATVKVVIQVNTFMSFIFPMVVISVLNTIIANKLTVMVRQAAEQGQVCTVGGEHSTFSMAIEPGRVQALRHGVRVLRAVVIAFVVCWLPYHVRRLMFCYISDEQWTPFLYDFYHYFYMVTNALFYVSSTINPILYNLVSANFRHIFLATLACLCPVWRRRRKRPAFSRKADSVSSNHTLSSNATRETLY
Autophagy HCS – modulators of autophagy | MEF GFP-LC3 puncta imaging; test concentration mostly 10 µM | calls only at 10 µM (by protocol) | 0.98% of 190,000 active | AID 463193;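 active = percentage of spot-positive cells more than 3 SD above its plate mean, without a fluorescence outlier flag or 80% toxicity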;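 also: spot-positive cell cutoff set from DMSO-treated cells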
WT yeast gro inh – growth inhibition of WT yeast, mitochondrial fusion screen. inhibition, % at 10 µM. 2.1% of 190,000 active. mitochondrial fusion phenotypic screen, WT strain; in the data active = inhibition above about 58%; tested in S. cerevisiae
LYP inhibition – inhibitors of LYP phosphatase, biochemical, fluorescence intensity, uHTS (AID 1779) | recombinant LYP phosphatase, fluorescence intensity; higher % means a stronger effect | one-dose inhibition, % at 11.5 µM; IC50 in µM for titrated hits | 0.054% of 290,000 active; in the data active = inhibition above about 50%;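 also: plate controls were vehicle with enzyme for no effect and no enzyme for full effect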
Dengue-2 NS5 capping – flavivirus cap methylation enzyme inhibition – biochemical, confirmation dose response, primary screen (AID 588689); one-dose inhibition, % at 25 µM; IC50 in µM for titrated hits; 0.3% of 340,000 active; Dengue-2 NS5 methyltransferase capping enzyme assay, biochemical; higher % means a stronger effect; in the data active = a potency from the dose series
AID2073 – inhibitors of Mint1-CaV2.2 protein interaction, biochemical, HTRF (AID 2073); inhibition, % at 20 µM; hits with a dose series show IC50 in µM; HTRF protein-protein interaction, Mint1-CaV2.2; higher % means a stronger effect; 0.19% of 290,000 active; in the data active = inhibition mostly above about 51%, no sharp cut-off; also: some results filed as inactive read as strong as hits
WT yeast gro inh mutant strain – recorded beside WT yeast gro inh, whose call it bears; inhibition, %; mitochondrial fusion phenotypic screen, mutant strain inhibition
Autophagy HCS cell loss 18 h – further read-out of Autophagy HCS, marked with its call; toxicity, %; measured here: cell loss, nuclei count;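 cell loss after 18 h compound exposure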
NTR1 ag cell count 20 µM – also measured in NTR1 ag; calls as there; cell count; measured here: cell count, cytotoxicity flag
Dengue-2 NS5 capping pilot replicate – also measured in Dengue-2 NS5 capping; calls as there; inhibition, %; measured here: pilot screen replicate inhibition
The depositor's hits bear a star; i = inactive; / = not tested or not shown; & = joins results of further samples; [ ] = dose if it differs, or a comment.

SMILES	K1F lysis inhibition	GPR35 antagonists	RSV CPE inhibition	NTR1 ag	NTR1 ag cell count 20 µM	Autophagy HCS	Autophagy HCS cell loss 18 h	WT yeast gro inh	WT yeast gro inh mutant strain	LYP inhibition	Dengue-2 NS5 capping	AID2073	others
CC(Oc1ccc2cc(-c3ccccc3)c(=O)oc2c1)C(=O)NCC1CCC(C(=O)O)CC1 (centres undefined)	5.7%	14%	0.1%	-0.3	81	/	/	/	/	-45%	0%	44%
C=CCC1(CC=C)CCCN1C(=O)c1cc(COc2cncc(Cl)c2)on1	-0.3%	-13%	3.5%	3.6	45	/	/	/	/	-12%	-11%	9%
O=S(=O)(c1ccccc1)N1CCC(N2CCCCCC2)CC1	0.1%	-16%	-1.4%	0.8	75	i	15	-3	6	-8%	-7%	-3%
Cc1ccccc1Cn1c2ccccc2c2cnn(CC(=O)NCc3ccco3)c(=O)c21	0.6%	-3%	0.2%	0.7	58	/	/	/	/	-6%	-8%	26%
COCC(C)n1c(SCc2nc(N)nc(Nc3ccccc3C)n2)nc2ccccc2c1=O (centres undefined)	3.5%	11%	2.6%	2.0	67	i	0	-7	-1	-3%	1%	-2%
Cn1cccc1/C=C1\SC(=S)N(NC(=O)c2ccccc2)C1=O	4.0%	-5%	2.0%	/	/	i	3	10	-24	13%	-5%	-14%
Cc1nn(-c2ccc(F)cc2)c2sc(C(=O)O)cc12	0.2%	15%	1.4%	1.4	49	i	-4	2	4	-2%	-4%	-4%
O=C(CCS(=O)(=O)c1cccc2nsnc12)NCc1ccccc1	0.7%	-2%	0.6%	-0.4	83	i	2	-5	-3	-1%	0%	3%
COCC(C)n1c(SCc2nc3ccccc3c(=O)[nH]2)nc2ccccc2c1=O (centres undefined)	3.4%	2%	14%	-0.6	53	i	-14	3	-15	5%	-7%	14%
O=C1C2C3C=CC(C4CC34)C2C(=O)N1/N=C/c1cccs1 (centres undefined)	2.4%	-4%	1.4%	-1.0	47	i	17	14	5	1%	2%	-2%
Brc1nnc2n1-c1ccccc1Sc1ccccc1-2	0.8%	-12%	-1.0%	-0.1	58	i	19	-3	-7	2%	-2%	3%
COc1ccc(Oc2ccc(S(=O)(=O)N3CCCCC3)cc2S(=O)(=O)N2CCCCC2)cc1	0.4%	6%	-0.5%	0.0	55	/	/	-16	-14	5%	-8%	15%
Cn1cc([N+](=O)[O-])c(C(=O)NNC(=O)c2ccc([N+](=O)[O-])cc2Cl)n1	1.0%	1%	2.8%	0.9	55	i	-1	-24	12	-3%	-2%	0%
O=C(Nc1cccc(S(=O)(=O)N2CCCC2)c1)c1ccc2ccccc2n1	0.3%	-13%	15%	5.2	68	i	0	7	26	-1%	-4%	-6%
O=C1NC(NS(=O)(=O)c2ccc(Cl)cc2)(C(F)(F)F)C(=O)N1c1ccccc1 (centres undefined)	5.4%	-4%	0.3%	-1.4	59	i	-7	-14	15	2%	6%	12%
COCC(=O)n1nc(-c2ccccc2)nc1NCc1cccs1	0.3%	19%	/	/	/	i	25	0	-14	-1%	1%	-3%
CCOC(=O)Nc1ccc2c(c1)N(C(=O)CCN1CCOCC1)c1ccccc1S2=O (centres undefined)	-0.4%	-1%	8.0%	2.8	84	i	9	-3	-22	-1%	-19%	-11%
O=C1C=C(Nc2ccc(F)cc2)c2ccccc2C1=O	-0.1%[50 µM]	/	-2.5%	1.7	66	/	/	/	/	/	0%	/
CCCN(CC(=O)Nc1ccccc1OC)C(=O)Cc1ccccc1F	-0.1%	12%	2.0%	2.0	58	/	/	/	/	-11%	-2%	10%
Cc1nn(CC(=O)NCCc2cccs2)c(=O)c2nn(-c3ccccc3)c(C)c12	-0.2%	-6%	-2.7%	1.2	74	/	/	/	/	-7%	-7%	33%
Cc1ccc(O)c(C(=O)c2cnc3c(c2)COc2ccc(C)cc2-3)c1	0.4%	-5%	22%	2.8	53	i	-7	45	3	-1%	/	7%
Cc1ccc(NC(=O)c2cc3c(=O)oc4ccccc4c3s2)nc1	-0.6%	-9%	0.8%	-0.1	68	i	6	15	5	-8%	-3%	9%
COc1ccc(C(CNC(=O)c2cccc(S(=O)(=O)N3CCCC3)c2)N2CCCC2)cc1 (centres undefined)	0.4%[50 µM]	/	0.4%	-2.6	100	/	/	/	/	/	-4%	/
CC(/C=N\NC(=O)Cn1cncn1)=C/c1ccc(C(C)C)cc1	/	0%	2.9%	0.5	55	/	/	/	/	-1%	/	-6%
Cc1nnc(NC(=O)CCCOc2ccccc2)s1	-0.1%	2%	3.4%	-0.6	42	i	1	10	2	-6%	6%	-16%
Cc1sc2ncn(C(C)C(=O)OC3CCCCC3)c(=O)c2c1C (centres undefined)	2.4%	-6%	20%	16	86	i	-2	-31	4	7%	-9%	15%
O=C(Oc1ccc2c(c1)OCO2)c1ccncc1	7.0%	-2%	-1.7%	-0.4	56	i	22	-16	-14	-4%	-1%	0%
Cc1cc(C(=O)CSc2nc3ccc(Cl)cc3[nH]2)c(C)n1CC1CCCO1 (centres undefined)	0.0%	6%	10%	5.8	30	i	10	17	8	-1%	-3%	5%
Cc1cccc(N2C(=O)CC(Sc3ncn[nH]3)C2=O)c1 (centres undefined)	-4.4%	9%	-0.1%	-0.3	48	i	-20	4	7	1%	2%	1%
CCCNC(=O)c1oc2ccc3c(c2c1C)C=CC(C)(C)O3	0.1%	7%	5.3%	3.7	74	/	/	/	/	-1%	-5%	4%
Cc1ccc(-c2nc(CS(=O)(=O)CC(=O)NCCCN(Cc3ccccc3)C(C)C)c(C)o2)cc1	0.1%	2%	2.6%	0.3	45	/	/	/	/	-13%	-1%	5%
COC(=O)c1ccc(/C=C(/NC(=O)c2ccccc2)C(=O)N2CCOCC2)cc1	0.6%	-19%	1.7%	0.6	63	/	/	/	/	-10%	-5%	-2%
CN(CC(=O)N1CCOCC1)C(=O)CSc1nc2ccccc2s1	0.0%	-7%	2.6%	-0.4	88	i	10	6	7	2%	-2%	-21%
COc1ccc(-c2nc3ccc(C(=O)NCC(OC)OC)cc3nc2-c2ccc(OC)cc2)cc1	0.0%	-19%	3.1%	-1.4	138	i	-3	24	0	2%	3%	5%
O=C(NNS(=O)(=O)c1ccc(Br)cc1)c1sccc1-n1cccc1	-3.2%	-7%	2.6%	0.4	38	i	0	-5	1	-3%	-5%	13%
COc1cccc(NC(=O)COC(=O)CCS(=O)(=O)c2ccc(C)cc2)c1	2.7%	17%	1.1%	1.2	62	i	3	19	-5	-4%	-3%	10%
O=C(O)COc1ccc(C(=O)Cc2ccc3c(c2)OCCCO3)c(O)c1	-0.8%	-6%	2.3%	-0.2	58	i	13	4	17	-7%	-5%	18%
Cc1ccc(C2=NN(C(=O)CCC(=O)O)C(c3cccs3)C2)cc1 (centres undefined)	0.0%	11%	-0.4%	2.3	65	/	/	/	/	-4%	-9%	-7%
N#Cc1cc(-c2ccccc2)oc1NC(=O)c1ccco1	-0.7%	0%	1.4%	1.0	97	i	2	10	14	1%	4%	-15%
CCc1ccc(-n2ccc(=O)c(C(=O)O)n2)cc1	-0.1%	0%	1.1%	-0.4	129	/	/	/	/	-3%	-2%	11%

3 records drawn at random from the list so far, as already listed:
SMILES	K1F lysis inhibition	GPR35 antagonists	RSV CPE inhibition	NTR1 ag	NTR1 ag cell count 20 µM	Autophagy HCS	Autophagy HCS cell loss 18 h	WT yeast gro inh	WT yeast gro inh mutant strain	LYP inhibition	Dengue-2 NS5 capping	AID2073	others
CCc1ccc(-n2ccc(=O)c(C(=O)O)n2)cc1	-0.1%	0%	1.1%	-0.4	129	/	/	/	/	-3%	-2%	11%
COC(=O)c1ccc(/C=C(/NC(=O)c2ccccc2)C(=O)N2CCOCC2)cc1	0.6%	-19%	1.7%	0.6	63	/	/	/	/	-10%	-5%	-2%
COc1ccc(-c2nc3ccc(C(=O)NCC(OC)OC)cc3nc2-c2ccc(OC)cc2)cc1	0.0%	-19%	3.1%	-1.4	138	i	-3	24	0	2%	3%	5%

(more compounds)
SMILES	K1F lysis inhibition	GPR35 antagonists	RSV CPE inhibition	NTR1 ag	NTR1 ag cell count 20 µM	Autophagy HCS	Autophagy HCS cell loss 18 h	WT yeast gro inh	WT yeast gro inh mutant strain	LYP inhibition	Dengue-2 NS5 capping	AID2073	others
CSc1ccc(Cl)c(C(=O)OCC(=O)NCC(C)C)c1	0.5%	4%	0.6%	2.1	81	i	-13	10	4	3%	-8%	2%	Dengue-2 NS5 capping pilot replicate=-5.2
O=C(Nc1ccc(Cl)cn1)c1cccc(S(=O)(=O)N2CCOCC2)c1	1.2%	-12%	2.5%	-1.7	79	i	7	2	-1	-8%	3%	-6%	Dengue-2 NS5 capping pilot replicate=-3.6
NC(=O)c1cc(C(=O)c2cccc(Cl)c2Cl)c[nH]1	-1.2%	5%	2.8%	-1.2	36	i	1	-18	2	-4%	4%	6%
O=C(CSc1nncn1-c1ccccc1)Nc1cc(Cl)cc(Cl)c1	4.5%	-4%	0.9%	3.7	52	i	-6	5	12	-1%	-1%	1%
Cc1c(N2C(=O)SC(CC(=O)O)C2=O)c(=O)n(-c2ccccc2)n1C (centres undefined)	-2.0%	2%	0.8%	-4.8	83	i	-17	-4	9	-6%	1%	27%
Cc1ccc(S(=O)(=O)N(Cc2cc3cc4c(cc3[nH]c2=O)OCCO4)CC2CCCO2)cc1 (centres undefined)	0.1%	-6%	-0.5%	1.9	60	i	-10	1	-12	-7%	0%	3%
CC(N=C(NC#N)Nc1ccncc1)C(C)(C)C (centres undefined)	2.2%&3.1%	13%	-0.8%&-1.3%	1.6&0.4	63&56	i	-11	-7	-11	-4%	-1%&0%	14%
CSc1nc2ccc(NC(=O)c3nn(C(C)C)c(=O)c4ccccc34)cc2s1	0.1%	-18%	6.3%	2.7	70	i	1	-17	-50	-8%	11%	5%
O=C(CN(c1ccc(Cl)cc1)S(=O)(=O)c1ccc(Cl)c([N+](=O)[O-])c1)NCCc1ccccc1	3.9%	3%	1.4%	15	40	i	-15	-1	12	1%	0%	28%
FC(F)(F)c1ccc(Oc2ccccc2Cl)nc1	0.9%	-6%	0.9%	-1.4	96	i	15	1	-3	-4%	/	-11%
Cc1ccc(-n2cc(CNCCc3cscn3)c(-c3ccc(F)cc3)n2)cc1	2.3%	19%	7.7%	8.4	49	i	5	69*	16*	1%	/	10%
S=C(NCc1cccs1)Nc1ccc(Br)cc1Cl	-0.7%	-17%	-0.6%	2.7	31	i	25	49	23	1%	-10%	-2%
CC(=O)c1ccc(OCC(=O)NC2CCS(=O)(=O)C2)cc1 (centres undefined)	2.8%	12%	0.2%	-1.0	50	i	5	-6	7	-5%	0%	0%
